# Compound activity (PubChem BioAssay)
# NS5 inhibitors: Dengue-2 NS5 methyltransferase inhibitors, primary screen, biochemical, confirmation dose response (AID 588689). Dengue-2 NS5 methyltransferase capping enzyme assay, biochemical; higher % means a stronger effect. one-dose inhibition, % at 25 µM; IC50 in µM for titrated hits. actives 0.3% (n = 340,000); in the data active = a potency from the dose series; inconclusive = inhibition above about 29% without an active follow-up result
# HIV fusion peptide: cell-free HIV fusion peptide-binding blockers – biochemical, uHTS, fluorescence dequenching, primary screen (AID 1986). cell-free peptide binding, fluorescence dequenching, 30 min; higher % means a stronger effect. inhibition, % at 20 µM; hits with a dose series show IC50 in µM. actives 0.3% (n = 290,000); in the data active = inhibition mostly above about 52%, no sharp cut-off; inactive = mostly below about 76%; note: some results filed as inactive read as strong as hits
# AID2073: disruptors of CaV2.2 binding to Mint1 – biochemical, HTRF (AID 2073) | HTRF protein-protein interaction, Mint1-CaV2.2; higher % means a stronger effect | one-dose inhibition, % at 20 µM; IC50 in µM for titrated hits | actives 0.19% (n = 290,000); in the data active = inhibition mostly above about 51%, no sharp cut-off; inconclusive = no clear call, values can overlap the other calls; inactive = mostly below about 53%; note: some results filed as inactive read as strong as hits
# GPR55 antagonists: GPR55 antagonists blocking LPI-driven arrestin recruitment, primary screen, imaging, U2OS, beta-arrestin-GFP, LPI agonist (AID 2013). U2OS GPR55 beta-arrestin-GFP translocation imaging, LPI antagonism; higher % means a stronger effect. inhibition, % at 10 µM; hits with a dose series show IC50 in µM. actives 0.13% (n = 290,000);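 active = spots per cell inhibited over 60%, with over 100 cells counted and total cytoplasm intensity under 500,000; inconclusive = wells with under 100 cells, flagged as likely toxic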;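 note: U2OS cells stably carrying GPR55 and arrestin-GFP stimulated by 5 µM LPI near EC80; imaged beta-arrestin-GFP aggregate spots per cell after agonist stimulation; plate controls were LPI-stimulated DMSO wells for no effect and DMSO wells without LPI for full effect; some results filed as inactive read as strong as hits; confirmed hits need IC50 under 10 µM and bright autofluorescent wells are also inconclusive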
# NTR1 ag: agonists of NTR1, primary screen, imaging, U2OS cells, beta-arrestin-GFP, high content (AID 493036). NTR1-U2OS beta-arrestin-GFP spot imaging, agonist mode. activation, % at 20 µM. actives 0.17% (n = 330,000);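 active = activation at or above 40% of the spot to cytoplasm intensity ratio, with at least 20 cells analyzed; inconclusive = wells under 20 cells, flagged as cytotoxic or low count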;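 note: 0% = DMSO without peptide and 100% = 100 nM NTR1 peptide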
# Target sequence (P30989 whole entry, looked up): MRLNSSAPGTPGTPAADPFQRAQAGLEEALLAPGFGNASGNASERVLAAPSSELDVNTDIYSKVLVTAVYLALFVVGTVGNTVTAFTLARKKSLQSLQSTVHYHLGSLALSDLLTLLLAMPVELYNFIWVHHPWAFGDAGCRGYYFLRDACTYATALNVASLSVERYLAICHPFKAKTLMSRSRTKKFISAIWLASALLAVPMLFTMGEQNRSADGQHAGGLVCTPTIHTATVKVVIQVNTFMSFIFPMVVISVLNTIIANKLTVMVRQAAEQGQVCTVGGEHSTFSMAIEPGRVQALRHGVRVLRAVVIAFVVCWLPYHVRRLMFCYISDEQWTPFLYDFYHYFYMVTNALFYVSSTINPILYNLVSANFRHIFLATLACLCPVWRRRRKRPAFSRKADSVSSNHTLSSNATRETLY
# K1F lysis inhibition: protection from phage-mediated lysis, alamar blue read-out – E. coli UTI89, K1F phage, bacterial capsule biogenesis inhibitors (AID 488966); E. coli UTI89 K1F phage lysis, alamar blue, 2 h; higher % means a stronger effect; one-dose inhibition, % at 100 µM; IC50 in µM for titrated hits; actives 0.02% (n = 340,000);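 active = phage lysis inhibition, versus mean bacterial control, above a set limit; inconclusive = no clear call, values can overlap the other calls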;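 note: capsule biogenesis inhibitors block K1F phage lysis so surviving cells raise fluorescence; higher fluorescence means more inhibition of phage lysis; actives were called in the ten point dose series up to 300 µM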
# Siah-1 displacement: blockers of Siah-1 interaction with plectin peptide – biochemical, fluorescence polarization, rhodamine-plectin, uHTS, primary screen (AID 1817) | Siah-1 / rhodamine-plectin peptide fluorescence polarization; higher % means a stronger effect | displacement, % at 20 µM; hits with a dose series show IC50 in µM | actives 0.02% (n = 290,000);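 active = displacement of at least 50% at 20 µM, with a fluorescence ratio check between 0.3 and a set limit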;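 note: plate controls were Siah plus tracer with DMSO for no effect and tracer alone without Siah for full effect; strong numbers were not always called active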
# GPR55 beta-arrestin: GPR55 agonists via beta-arrestin recruitment, primary screen, imaging, U2OS cells, beta-arrestin-GFP redistribution (AID 1961); one-dose activation, % at 10 µM; EC50 in µM for titrated hits; U2OS GPR55 beta-arrestin-GFP redistribution imaging; higher % means a stronger effect; actives 0.048% (n = 290,000);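 active = activation above 40% with more than 50 cells counted in the well; inconclusive = wells holding fewer than 50 cells, flagged as toxic or sparse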;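 note: U2OS osteosarcoma cells stably expressing GPR55 and beta-arrestin-GFP; plate controls were DMSO negative control for no effect and LPI positive control for full effect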
# GPR35 antagonists: GPR35 antagonists blocking zaprinast-driven arrestin recruitment, primary screen, imaging, U2OS, beta-arrestin-GFP, zaprinast agonist (AID 2058); U2OS GPR35 beta-arrestin-GFP translocation imaging, zaprinast antagonism; higher % means a stronger effect; inhibition, % at 10 µM, or IC50 in µM where a hit was titrated; actives 0.052% (n = 290,000);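 active = inhibition of at least 50% with at least 30 cells and total cytoplasm GFP at most 10,000,000; inconclusive = under 30 cells or total GFP of 10,000,000 plus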
# NTR1 ag cell count 20 µM: also measured in NTR1 ag; calls as there; cell count; measured here: cell count, cytotoxicity flag
# NS5 inhibitors pilot replicate: recorded beside NS5 inhibitors, whose call it bears; inhibition, %; measured here: pilot screen replicate inhibition
# * marks the source's active call; other numbers are inactive results; ? = inconclusive; / = not tested or not shown; [ ] = another dose, or the depositor's remark. Only part of the results is shown; count on the stated rates, not on these rows.
SMILES,NS5 inhibitors,HIV fusion peptide,AID2073,GPR55 antagonists,NTR1 ag,NTR1 ag cell count 20 µM,K1F lysis inhibition,Siah-1 displacement,GPR55 beta-arrestin,GPR35 antagonists,others
Cc1cc(S(=O)(=O)NC(C)C)ccc1OCC(=O)N1CCN(Cc2ccc3c(c2)OCO3)CC1,0.7%,0.4%,-13.9%,-2.5%,0.1,52,0.4%[50 µM],-2.0%,-0.1%,-13.5%,
N=c1c[n+](C2CCCCC2)[n-]o1,-9.3%,1.9%,-1.3%,6.7%,0.6,40,-0.4%,4.9%,-0.4%,4.8%,
COC(=O)C1C(O)C(C)C(O)C(C)/C=C\C=C(/C)C(=O)Nc2c(C)c(OC(C)=O)c3c(c2O)C(=O)C(C)=C2OCOC(=C23)/C(C)=C/C(C)(O)C(O)C(C)C1O (configuration not stated),7.2%,4.3%,-0.3%,2.3%,-0.5,102,0.2%,2.0%,0.0%,10.7%,
C[N+](C)(C)CC(=O)Nc1ccc(Cl)cc1C(=O)c1ccccc1,-11.7%,-0.6%,-4.4%,2.4%,0.8,62,0.9%,-4.1%,-0.4%,3.5%,
CN(C)CCCNCC(=O)Nc1ccc(Cl)cc1C(=O)c1ccccc1,-8.6%,-2.8%,1.1%,21.2%,0.9,44,-0.4%,-3.9%,-0.3%,-6.7%,
CC(C)(CN)CC(=O)O,8.1%,-2.5%,-3.4%,-6.5%,0.8,62,-0.1%,-5.0%,0.1%,12.5%,
Cc1cccc(CN2CCN(Cc3ccc(Cl)cc3)CC2)c1,1.4%,-0.3%,-5.9%,2.4%,1.9,53,-0.2%,1.3%,0.0%,10.0%,
CCC(=NCCCN1CCOCC1)c1c(O)n(Cc2ccccc2)c(=O)[nH]c1=O,-11.5%,-2.8%,-1.3%,-9.1%,-0.8,79,1.2%,3.7%,0.5%,-8.3%,NS5 inhibitors pilot replicate=-1.5
O=P(N1CCCCC1)(N1CCCCC1)C(Cl)(Cl)Cl,-2.0%,-0.6%,-11.3%,-5.8%,0.0,70,0.0%,1.1%,0.3%,-1.4%,
CCC(=NCc1ccco1)c1c(O)n(C)c(=O)n(C)c1=O,3.1%,-0.6%,5.9%,-13.1%,0.0,56,0.5%,13.0%,0.0%,-6.7%,
O=C(NCCN1CCCCC1)c1ccc(Cl)nc1Cl,/,0.8%,8.0%,-6.7%,-0.9,97,1.0%,-3.5%,-0.3%,-3.4%,
O=C(NCc1ccccc1)c1cccn(Cc2ccccc2)c1=O,-0.7%,3.1%,1.6%,7.9%,-0.9,64,0.0%,1.1%,-0.1%,-8.4%,
CC1(C)CC(=O)C2=C(C1)NC(=O)C21C(C(=O)OC(C)(C)C)=C(N)Oc2ccc(Br)cc21 (configuration not stated),-3.4%,-0.2%,-5.0%,12.9%,0.2,73,-0.6%,8.7%,-0.1%,4.8%,
CN(C)CCN=Cc1c(O)n(Cc2ccc3c(c2)OCO3)c(=S)[nH]c1=O,-13.3%,2.9%,-15.6%,10.2%,-0.7,58,0.0%,14.1%,-0.3%,-8.9%,
CCCCn1c(=O)c(C(=O)Nc2ccccc2C)c(O)c2ccccc21,2.4%,-1.2%,13.0%,-5.7%,2.5,52,0.2%,-5.7%,-0.1%,17.4%,
Cc1cccc(-n2c(O)c(/C=C3/C(c4ccccc4)=Nc4ccccc43)c(=O)[nH]c2=O)c1,15.0%,14.4%,8.9%,74.4%*,3.9,53,-0.1%,-4.5%,0.0%,-9.2%,
Cc1nc2cc(-c3ccccc3)nn2c(C)c1CCC(=O)N1CCC2(CC1)OCCO2,1.4%,0.7%,5.7%,-1.4%,-2.7,84,-0.6%,3.1%,0.0%,-6.9%,NS5 inhibitors pilot replicate=-6.5
O=C(N=Nc1c(O)[nH]c(=O)[nH]c1=O)C1COc2cc3ccccc3cc2O1 (configuration not stated),/,4.2%,45.2%,0.0%,-0.3,41,/,-0.3%,0.3%,-8.6%,
CCCCSC1=NN1c1nc(N)nc(C)c1CC,-6.9%,-0.7%,-6.9%,-10.7%,-1.0,74,0.7%,-2.3%,-0.1%,-6.2%,NS5 inhibitors pilot replicate=-5.4
Cc1ccc(NC(=S)NCCc2cnc[nH]2)cc1C,-0.8%,-0.7%,1.9%,0.7%,0.6,27,0.5%,2.6%,0.2%,-5.9%,
O=C(COC(=O)Cc1ccccc1)Nc1ccc(SC(F)F)cc1,-0.9%,-0.7%,-4.5%,-0.3%,-1.0,97,-0.2%,-2.2%,0.1%,3.7%,
CCCC(C)C1(CC)C(=O)NC(=O)N=C1N (configuration not stated),-4.5%,2.4%,2.2%,2.0%,1.4,69,0.2%,-1.7%,-0.2%,22.3%,
Fc1ccc(CN2CCN(c3ccc(Cl)cc3)CC2)cc1,-5.3%,-2.4%,-6.9%,14.2%,1.6,90,0.1%,-3.1%,2.0%,1.9%,
CC(C)[C@H]1C(=O)O[C@@H]2CCN3CC=C(COC(=O)[C@](C)(O)[C@]1(C)O)[C@H]23,-4.5%,-1.2%,12.3%,4.2%,-0.8,78,0.0%,-0.6%,0.2%,-0.9%,
Cc1nc(SCc2c(Cl)cccc2Cl)nc(OC(=O)N(C)C)c1C,3.1%,-2.3%,-2.1%,0.3%,0.6,49,0.0%,-1.2%,0.4%,3.6%,
CCn1cc(C(=O)c2ccccc2)c2ccccc21,-0.7%,0.5%,4.5%,7.2%,-1.1,65,1.0%,-4.5%,-0.1%,-1.0%,
Cc1[nH]c2ccccc2c1C(=O)C(=O)N1CC2CC(C1)c1cccc(=O)n1C2 (configuration not stated),-5.2%,0.4%,3.1%,-10.4%,-0.2,50,-6.7%,3.1%,-0.6%,-1.3%,
COc1ccc(OC)c(CC(=O)O)c1,3.4%,-0.5%,13.3%,-10.2%,-0.8,67,6.0%,-2.1%,0.2%,5.5%,
CCCn1cc(C(=O)O)cn1,5.9%,2.1%,8.5%,4.9%,0.0,66,-1.0%,2.3%,0.1%,6.1%,
Cc1cc(O)c(CN2CCN(c3ccccc3)CC2)cc1C,-3.5%,-1.0%,-1.0%,15.6%,0.8,51,9.4%,-4.1%,-0.1%,-8.2%,
Cc1ccccc1-n1c(C)cc(/C=C2/C(=O)NC(=O)N(Cc3ccco3)C2=O)c1C,-17.9%,63.2%,9.0%,10.5%,1.3,86,0.1%,8.5%,0.2%,-6.5%,
CN1C(=O)C(=Cc2ccc(N3CCCCCC3)cc2)C(=O)N(C)C1=O,-2.3%,16.5%,8.1%,0.8%,-1.0,47,0.2%,3.6%,0.1%,-5.7%,
COc1c(C)cc(C(=O)C2CCCN(Cc3cccc(O)c3)C2)cc1C (configuration not stated),-1.1%,1.4%,10.1%,-9.3%,0.8,46,0.4%,8.2%,0.2%,3.6%,
Nc1c(C(=O)NCCN2CCOCC2)c2nc3ccccc3nc2n1Cc1ccco1,0.5%,-0.6%,49.2%,17.5%,0.1,47,-0.5%,14.6%,-0.2%,2.7%,
CCC(C)c1ccc(N2C(=O)NC(=O)/C(=C/c3cccn3CCOc3ccc(C)cc3)C2=O)cc1 (configuration not stated),?,65.8%*,15.3%,23.6%,3.2,83,0.2%,11.9%,0.2%,-11.3%,
O=C(COc1ccccc1)Nc1ccc(Cl)cc1C(=O)c1ccccc1,-1.4%,1.4%,0.6%,1.5%,7.2,43,2.5%,-2.2%,0.1%,9.9%,
CC(C(=O)Nc1ccc(Br)cc1C(=O)c1ccccc1)N1CCOCC1 (configuration not stated),3.7%,-0.7%,-0.2%,1.7%,7.2,87,1.6%,-4.2%,-0.1%,-1.9%,
COc1cccc(N=Cc2c(O)n(Cc3ccco3)c(=O)[nH]c2=O)c1,0.8%,10.1%,18.9%,4.5%,-0.1,35,0.3%,-3.2%,0.3%,11.4%,
CCOP(=O)(OCC)C1(O)C(=O)Nc2ccc(Br)cc21 (configuration not stated),-0.7%,6.7%,-3.5%,5.0%,0.7,45,7.9%,1.5%,0.1%,-10.6%,
O=C1NC(=O)N(c2cccc(Cl)c2)C(=O)/C1=C\c1ccc(Sc2nc3ccccc3[nH]2)o1,?,78.9%*,10.2%,9.6%,-0.3,97,-0.2%,-9.6%,0.0%,7.6%,
O=C(CF)NC(Nc1cccc2cccnc12)C(Cl)(Cl)Cl (configuration not stated),1.1%,1.0%,-8.3%,9.5%,1.3,51,-1.0%,9.0%,-0.3%,0.5%,
Nc1ccc(Cl)cc1C(=O)c1ccccc1,2.6%,-0.1%,6.6%,3.0%,99.6*,95*,-0.3%,3.3%,-0.3%,5.6%,
CC1CCN(S(=O)(=O)c2ccc(NN=C(C#N)C#N)cc2)CC1,/,37.9%,-4.9%,8.4%,8.4,71,/,-0.6%,0.0%,-17.5%,
O=c1[nH]c(=S)n(Cc2ccc(F)cc2)c(O)c1C=NCc1cccnc1,-2.0%,1.1%,-0.4%,-0.2%,0.0,66,2.1%,-1.7%,-0.1%,7.8%,
COc1cc(/C=C2/C(=O)NC(=O)N(c3ccccc3)C2=O)ccc1O,>100µM*,48.5%,5.5%,11.0%,3.4,73,1.0%[50 µM],6.0%,0.6%,-0.7%,
Cc1nc2ccc(P(=O)(O)O)cc2s1,/,1.1%,1.3%,17.0%,0.9,40,/,1.9%,-0.2%,0.6%,
CCOP(=O)(OCC)c1cccc(OP(=O)(c2cccc([N+](=O)[O-])c2)c2cccc([N+](=O)[O-])c2)c1,/,1.1%,12.7%,-2.1%,0.5,50,/,-0.2%,0.0%,-9.8%,
COc1ccccc1N1CCN(C(CNC(=O)Oc2ccccc2)c2cccnc2)CC1 (configuration not stated),6.1%,-3.0%,8.6%,-24.7%,0.3,37,0.5%,1.2%,0.2%,8.5%,

# A portion taken from the entries so far, for reference:
SMILES,NS5 inhibitors,HIV fusion peptide,AID2073,GPR55 antagonists,NTR1 ag,NTR1 ag cell count 20 µM,K1F lysis inhibition,Siah-1 displacement,GPR55 beta-arrestin,GPR35 antagonists,others
CCCn1cc(C(=O)O)cn1,5.9%,2.1%,8.5%,4.9%,0.0,66,-1.0%,2.3%,0.1%,6.1%,
Cc1cc(O)c(CN2CCN(c3ccccc3)CC2)cc1C,-3.5%,-1.0%,-1.0%,15.6%,0.8,51,9.4%,-4.1%,-0.1%,-8.2%,
